AGP1 TOR yeast = alters AGP1-GFP fluorescence in TOR pathway yeast screen; S. cerevisiae AGP1-GFP multiplex flow cytometry, 3 h; GFP as percent of DMSO wells; GFP response vs DMSO, % at 10 µM; actives 0.02% (n = 320,000); AID 2066;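 active = GFP response relative to DMSO above a set limit, near screen average plus 3 SD, cut at about 150% in these data; inconclusive = fewer than 70 cells counted for the yeast strain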;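 also: median GFP channel fluorescence of the gated AGP1 strain per well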
MEX-5 binding = C. elegans MEX-5 TCR-2 RNA binding activity; MEX-5/FITC-TCR2 RNA binding, fluorescence polarization; hits give low values; activity score (negative = inhibition of binding), % at 10 µM; actives 0.38% (n = 300,000); AID 1832;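 active = inhibition past about -25% in most replicates, and total fluorescence under double the plate's negative control median, limit read from the data; inconclusive = replicates evenly split on the limit, or fluorescence at least double controls; inactive = too little inhibition in most replicates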;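 also: 0% = DMSO and -100% = 5 µM competing unlabeled TCR2 RNA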
Target sequence (Q9XUB2 whole entry, looked up): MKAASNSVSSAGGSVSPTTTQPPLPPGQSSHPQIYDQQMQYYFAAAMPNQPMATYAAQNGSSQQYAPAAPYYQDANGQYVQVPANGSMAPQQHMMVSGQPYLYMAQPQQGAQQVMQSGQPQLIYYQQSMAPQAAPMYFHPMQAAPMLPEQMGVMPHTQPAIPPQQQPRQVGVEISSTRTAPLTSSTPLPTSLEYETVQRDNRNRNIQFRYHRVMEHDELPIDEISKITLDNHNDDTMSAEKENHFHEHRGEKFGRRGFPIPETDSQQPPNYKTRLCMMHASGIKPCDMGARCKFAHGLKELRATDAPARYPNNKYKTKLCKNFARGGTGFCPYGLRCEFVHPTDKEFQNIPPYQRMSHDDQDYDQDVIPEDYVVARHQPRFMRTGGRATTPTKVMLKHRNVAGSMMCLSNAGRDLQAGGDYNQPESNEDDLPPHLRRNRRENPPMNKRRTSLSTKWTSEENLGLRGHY
MCL1-BIM inh = MCL1-BIM-BH3 interaction inhibition (human); Q07820; GST-MCL1 / FITC-Bim-BH3 fluorescence polarization; inhibition, % at 10.9 µM; actives 0.68% (n = 320,000); AID 2057;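 active = inhibition above the mean inhibition of all tested compounds plus 3 SD, set per campaign, cut at about 40% in these data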;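 also: 0% = DMSO wells and 100% = unlabeled Bim-BH3 peptide control; higher means more loss of mP so more displacement of Bim peptide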
CIT2-GFP yeast = modulators of TOR pathway CIT2-GFP in S. cerevisiae. GFP response vs DMSO, % at 10 µM. S. cerevisiae CIT2-GFP strain, flow cytometry, 3 h; 100 means same as DMSO wells. actives 0.065% (n = 320,000);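 active = GFP response relative to DMSO above a set limit, near the screen mean plus 3 SD, cut at about 150% in these data; inconclusive = Fewer than 70 cells measured for a yeast strain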;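 also: ratio of well median GFP fluorescence to mean of DMSO wells on the plate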
GLD-1 TGE inh = GLD-1-TGE RNA interaction inhibition (C. elegans) | AID 2280 | purified GLD-1 + fluorescein TGE RNA, fluorescence polarization | inhibition, % at 5.96 µM | actives 0.44% (n = 320,000);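 active = percent inhibition above a per-plate cutoff, the plate mean of test compounds plus 3 SD, cut at about 30% in these data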;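 also: 0% = DMSO wells with GLD-1 and probe and 100% = wells lacking GLD-1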
GRK2 inh = blocks RNA aptamer binding to human GRK2; P25098; bead flow cytometry, FAM-aptamer displacement from GRK2; inhibition of aptamer binding, % at 10 µM; actives 0.59% (n = 330,000); AID 488847;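 active = inhibition of aptamer binding above 40%, roughly 3 SD of noise, on plates passing a quality check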;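 also: median bead fluorescence of bound FAM aptamer so fluorescent compounds give negative values; no value below 0 was filed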
CR mimetic SO = yeast age-related superoxide inhibition as caloric restriction mimetic. S. cerevisiae aged cells, superoxide DHE fluorescence; hits give low values. superoxide response (% of plate mean), % at 10 µM. actives 0.18% (n = 330,000). AID 2690;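 active = superoxide response under a set limit, about three screen SD below normal, cut at about 65% in these data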;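 also: yeast aged for seven days with compound at 30 °C before DHE staining; 100% = average MFI of all compound-treated wells on the plate with controls excluded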
VLA-4 inh = inhibition in a human VLA-4 binding assay; P13612; VLA-4 expressing cells, ligand binding flow cytometry; inhibition, % (about 7 µM as worked out from the volumes in the protocol); actives 0.2% (n = 330,000); in the data active = inhibition above about 50%
Bcl-xL primary = blocks human Bcl-xL binding to Bim BH3 peptide | Q07817 | actives 0.7% (n = 320,000) | AID 2129 | inhibition, % at 10.9 µM | GST-Bcl-xL / FITC-Bim BH3 peptide fluorescence polarization;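 active = inhibition above the mean of all tested compounds plus 3 SD, cutoff set per campaign, cut at about 30% in these data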;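 also: 0% = DMSO wells and 100% = unlabeled Bim-BH3 peptide competitor; inhibitors lower millipolarization by displacing the labeled peptide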
Target sequence (Q07817 whole entry, looked up): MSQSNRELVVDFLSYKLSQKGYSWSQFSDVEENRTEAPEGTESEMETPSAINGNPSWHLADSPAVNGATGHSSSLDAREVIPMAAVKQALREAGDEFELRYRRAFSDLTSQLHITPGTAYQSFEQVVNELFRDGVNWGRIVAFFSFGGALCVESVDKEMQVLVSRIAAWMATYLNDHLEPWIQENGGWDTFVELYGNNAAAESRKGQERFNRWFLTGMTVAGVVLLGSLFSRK
Numbers without * were called inactive; ? = inconclusive; . = no result given; + = active, no number. This is a random part of the collection, and some 2.1% of all compounds hit somewhere here.

compound	AGP1 TOR yeast	MEX-5 binding	MCL1-BIM inh	CIT2-GFP yeast	GLD-1 TGE inh	GRK2 inh	CR mimetic SO	VLA-4 inh	Bcl-xL primary
CC(=O)N1CCN(c2nc(CC(C)C)c3c(c2C#N)CCC3)CC1	94	-0.8	+	77	157*	0	108	3	166*
CCCn1c(=O)c(C(=O)NCc2ccccc2Cl)c(O)c2ccccc21	107	0.7	1	102	-5	0	104	-19	4
COCC(=O)NCCc1ccc(S(N)(=O)=O)cc1	102	-5.1	-7	93	-2	3	93	5	-1
O=S(=O)(Cc1cc(NCc2ccccc2)nc(-c2ccncc2)n1)c1ccccc1	98	1.0	5	99	2	0	105	15	6
COc1ccc(S(=O)(=O)N2CCN(C(=O)c3c(C)nn(-c4ccccc4)c3Cl)CC2)cc1	?	0.7	2	?	1	3	95	-3	2
Cc1ccc(NC(=O)CSc2nc(=O)n(CCCN3CCOCC3)c3c2CCCC3)cc1F	103	-3.5	1	114	10	1	99	0	-2
CC1CCCCN1C(=O)CSc1nnc(Cc2ccccc2)n1C (centres undefined)	96	0.2	-11	94	-9	1	94	12	-1
COc1cc(CCC(=O)Nc2cnc3ccccc3c2)cc(OC)c1OC	94	-0.4	-3	114	-1	0	66	19	4

Further structures:
compound	AGP1 TOR yeast	MEX-5 binding	MCL1-BIM inh	CIT2-GFP yeast	GLD-1 TGE inh	GRK2 inh	CR mimetic SO	VLA-4 inh	Bcl-xL primary
CN1C(=O)C(CC(=O)NC2CCCCC2)N(C)C1=O (centres undefined)	98	-1.7	5	104	10	2	106	8	-2
COC(=O)c1sc2nc(C)c([N+](=O)[O-])c(C)c2c1N	125	-1.9	10	96	-2	3	103	-3	7
CCOC(=O)N1CCC(NC(=O)Cn2cc3c(n2)CCCCC3)CC1	90	2.2	4	83	-5	0	97	-7	6
CC(C)(C)C(=O)Nc1nnc(-c2ccncc2)o1	99	-0.9	-4	101	-4	5	97	13	-1
CC1(C)C2CC=C(/C=N/NC(=O)C3CC3)C1C2 (centres undefined)	91	-0.7	-3	92	-1	2	106	17	4
CCCCCCC1CC(/C(C)=N\NC(N)=O)OC1=O (centres undefined)	92	-2.6	-19	104	-2	1	92	-8	1
Cc1ccc(S(=O)(=O)Oc2ccccc2N2C(=O)C3CC=CCC3C2=O)cc1 (centres undefined)	97	-0.2	-11	100	2	2	109	2	-4
CC(C)c1ccc(N2C(=O)CSC23C(=O)N2CCCc4cccc3c42)cc1 (centres undefined)	91	1.9	10	91	-2	2	103	5	-1

(further entries)
compound	AGP1 TOR yeast	MEX-5 binding	MCL1-BIM inh	CIT2-GFP yeast	GLD-1 TGE inh	GRK2 inh	CR mimetic SO	VLA-4 inh	Bcl-xL primary
Cc1ccc(S(=O)(=O)n2nccc2-c2c(-c3ccccc3)noc2C)cc1	104	-2.4	-8	115	-3	0	91	0	1
Cc1ccc(/C=N/NC(=O)c2nnn(-c3nonc3N)c2-c2ccc3c(c2)OCO3)s1	97	-3.7	-5	94	4	1	84	4	-4
CCN(c1ccccc1)S(=O)(=O)c1cccc(C(=O)NCc2cccnc2)c1	94	-1.9	-5	87	0	0	116	-1	-4
Cn1c(C(=O)N2CCCC(C(=O)NCc3ccccc3)C2)cc2sccc21 (centres undefined)	102	-0.5	-1	111	-3	2	93	7	3
CC(=O)CC(C)(C)NC(C)=S	107	0.3	3	96	2	2	99	8	7
Cc1ccc(NP(=O)(c2ccc(N(C)C)cc2NC(=O)c2cccs2)N2CCOCC2)cc1 (centres undefined)	95	2.4	12	101	-2	1	92	0	6
O=c1c2c(nc3cc(-c4cccc(Cl)c4)[nH]n13)CCC2	97	4.6	6	97	6	6	95	7	8
O=C(Nc1ccc(Cl)c(S(=O)(=O)N2CCOCC2)c1)C1=NN(c2ccccc2)C(=O)CC1	99	.	.	107	3	0	149	-5	.

The list continues.
compound	AGP1 TOR yeast	MEX-5 binding	MCL1-BIM inh	CIT2-GFP yeast	GLD-1 TGE inh	GRK2 inh	CR mimetic SO	VLA-4 inh	Bcl-xL primary
CCn1c(SCC(=O)Nc2cc(C)on2)nnc1-c1ccco1	97	-1.4	-2	86	-1	0	110	9	3
O=C1c2cccc3cc(Br)cc(c23)C(=O)N1Nc1ccc(Br)cc1	108	.	6	101	-1	0	98	29	3
COc1cccc(C(=O)NN2CC(O)=C(c3nc(C)cs3)C2=N)c1	?	1.8	-3	?	6	0	101	7	-3
COc1ccc(/C=C(\C#N)C(=O)NCCCn2ccnc2)cc1	104	-5.3	-6	99	3	0	94	2	2
Cc1cc(C)c2c(c1)cc(C)c1nnc(SCC(=O)Nc3cc(C)on3)n12	104	-2.4	0	102	8	0	88	8	-2
O=C(/C=C/c1cccc(F)c1)c1ccc(N2CCOCC2)cc1	100	-2.3	-8	87	8	1	105	3	-2
COc1ccccc1CNC(=O)C(=O)NCCC1CCCCN1S(=O)(=O)c1cccs1 (centres undefined)	101	-3.9	-6	98	0	0	109	1	-4
Cc1ccc(S(=O)(=O)NCC(=O)OCC(=O)NCc2ccc(F)cc2)cc1	104	-0.8	-2	90	0	2	101	-4	-4

Remaining list, next part
compound	AGP1 TOR yeast	MEX-5 binding	MCL1-BIM inh	CIT2-GFP yeast	GLD-1 TGE inh	GRK2 inh	CR mimetic SO	VLA-4 inh	Bcl-xL primary
CO/N=C1\CCn2c1c(C)c1ccccc12	96	-0.8	1	87	6	1	108	12	3
CCOc1ccc([C@@H]2CC=C(C(=O)O)[C@H](c3ccc(Cl)cc3)N2S(=O)(=O)c2ccc(C)cc2)cc1	87	.	4	80	-2	0	92	4	6
CC(C)(C)c1ccc(OCCC(=O)OCC(=O)NC2CCS(=O)(=O)C2)cc1 (centres undefined)	101	0.5	5	107	2	3	101	36	6
CCOC(=O)C1=C(c2ccccc2)O/C(=C(\C(=O)OC)C(F)(F)F)S1	99	-2.0	10	103	3	1	96	1	4
Cc1cc(C)n2c(SCC(C)C)nnc2n1	95	1.3	3	102	1	0	95	6	10
Cc1ccc(NC(=O)c2ccccc2OCC(=O)Nc2ccccc2F)cc1S(=O)(=O)N(C)C	105	.	0	92	6	3	120	-2	1
CCc1ccc(N(CC(=O)Nc2ccccc2C(=O)N2CCCC2)S(C)(=O)=O)cc1	99	-2.5	10	81	2	0	95	-14	1
O=C(Nc1ncc(Cc2cccc(Cl)c2Cl)s1)C1CCCO1 (centres undefined)	95	.	2	77	3	2	94	-18	-1

Further entries.
compound	AGP1 TOR yeast	MEX-5 binding	MCL1-BIM inh	CIT2-GFP yeast	GLD-1 TGE inh	GRK2 inh	CR mimetic SO	VLA-4 inh	Bcl-xL primary
CCN(CC)S(=O)(=O)c1cc(C(=O)OC(C)C(=O)NCc2ccco2)ccc1C (centres undefined)	99	.	1	98	6	5	143	-8	4
Cc1ccc(CNC(=O)CCCn2c(=O)[nH]c3ccccc3c2=O)cc1	102	1.6	1	97	4	10	102	11	4
O=C(OCC(=O)N1CCN(C(=O)c2ccco2)CC1)c1cc(-c2cccc(Br)c2)nc2ccccc12	126	-1.0	-7	121	4	0	119	-3	0
O=C(OCC(=O)c1c[nH]c2ccccc12)c1cc(S(=O)(=O)N2CCOCC2)ccc1F	97	.	-6	87	3	2	85	-4	-6
O=C(COC(=O)c1ccc(F)cc1F)NCCNC(=O)COC(=O)c1ccc(F)cc1F	101	3.4	0	103	-1	0	99	22	3
Cc1cc(C(=O)Nc2ccon2)cs1	99	0.9	-8	102	-1	1	110	-1	-6
N/C(=N\OC(=O)c1cccc([N+](=O)[O-])c1)c1cccnc1	?	-1.7	-1	?	-1	1	94	17	6
COC(=O)CC1=NC(=O)CS1	103	0.8	7	103	4	1	100	-7	7

The results go on.
compound	AGP1 TOR yeast	MEX-5 binding	MCL1-BIM inh	CIT2-GFP yeast	GLD-1 TGE inh	GRK2 inh	CR mimetic SO	VLA-4 inh	Bcl-xL primary
CCOc1cc(OCC)cc(C(=O)Nc2cccnc2)c1	104	0.2	5	99	4	2	113	-2	1
CCOC(=O)C1=C(COC(=O)c2cccs2)NC(=O)NC1C (centres undefined)	107	1.5	6	91	11	1	105	19	3
Cc1ccc(C)c(NC(=O)CN(C)C(=O)Cc2ccc(Cl)cc2Cl)c1	105	-0.1	-2	100	-6	0	91	-4	4
CCCCNC(=O)CSc1nc(CCC)nc2ccccc12	98	0.6	0	98	3	0	89	7	2
CCC(C)[C@H](NC(=O)C1CCC(CNC(=O)[C@@H]2CCCN2C(=O)OC(C)(C)C)CC1)C(=O)O (some centres undefined)	98	4.0	.	100	.	0	87	1	.
Cc1cc([N+](=O)[O-])ccc1N1C(=O)c2ccc(C(=O)Nc3ccccc3C(=O)O)cc2C1=O	103	-1.9	4	110	-2	1	87	-6	5
O=C(CSc1nc2ccc(NC(=O)CSc3nnnn3Cc3ccccc3)cc2s1)Nc1ccccc1	101	-1.7	-1	100	-5	1	126	-4	-1
Cc1ccc(C(=O)NCCCNC(=O)c2ccco2)cc1	108	-1.4	3	110	2	2	95	-9	5

Other structures follow.
compound	AGP1 TOR yeast	MEX-5 binding	MCL1-BIM inh	CIT2-GFP yeast	GLD-1 TGE inh	GRK2 inh	CR mimetic SO	VLA-4 inh	Bcl-xL primary
CCCCOCCCNC(=O)COc1ccccc1	95	0.2	7	98	2	0	97	9	9
N#Cc1cc(-c2ccccc2)nc(N2CCNCC2)n1	93	0.2	-6	82	3	0	112	5	-7
Cc1cccc(OCC(=O)NC2CCCCCC2)c1C	89	0.7	2	90	-3	0	99	7	1
Cc1ccc(C)c(NC2=NS(=O)(=O)c3ccccc32)c1	101	-1.4	2	96	-1	1	105	9	8
COC(=O)c1c(NS(=O)(=O)c2ccc(C)cc2)sc2c1CCC(C)C2 (centres undefined)	98	.	6	85	5	3	93	-5	3
C/C(=N\N=C(c1ccccc1)c1ccccc1)c1cccs1	100	0.2	11	101	-2	0	91	-2	2
CCOc1ccc2c(c1)N(C(=O)CN1C(=O)CCC1=O)C(C)(C)C=C2C	96	-2.9	0	98	-1	0	97	8	-1
CCCCCNC(=O)c1cc(S(=O)(=O)N2CCCCC2)ccc1F	99	-0.7	3	.	5	3	216	7	4
